# Compound activity (PubChem)
# Wnt bcat act = activates Wnt/beta-catenin signaling in a reporter cell assay | activator, plate reader | activation, % at 9.35 µM | 1.2% of 300,000 active; in the data active = activation above about 30%, passing the limit was not always enough;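 also: 0% = neutral control wells and 100% = positive control wells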
# HTR5A inv ctr = inverse agonist of human HTR5A in OPRM1-OPRD1 counter-screen | HTR5A cell line, luminescence, inverse agonism | inhibition, % at 9.3 µM | 0.083% of 340,000 active; in the data active = inhibition mostly above about 23%, no sharp cut-off; inactive = mostly below about 18%;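 also: 0% = cells with DMSO and 100% = no-cell wells with DMSO; some compounds called inactive have numbers as strong as hits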
# dFosB activator = mouse delta FosB homodimer activation; P13346; activation, % at 25 µM; 0.99% of 340,000 active; AID 493131; purified delta FosB, TAMRA-CDK5 oligo fluorescence polarization; percent of positive-control signal above neutral wells;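 active = mean activation above about 17%, with every replicate also reaching it, limit read from the data, passing the limit was not always enough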;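 also: fluorescence polarization rise as delta FosB binds a TAMRA Cdk5 AP-1 oligo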
# Target sequence (P13346 whole entry, looked up): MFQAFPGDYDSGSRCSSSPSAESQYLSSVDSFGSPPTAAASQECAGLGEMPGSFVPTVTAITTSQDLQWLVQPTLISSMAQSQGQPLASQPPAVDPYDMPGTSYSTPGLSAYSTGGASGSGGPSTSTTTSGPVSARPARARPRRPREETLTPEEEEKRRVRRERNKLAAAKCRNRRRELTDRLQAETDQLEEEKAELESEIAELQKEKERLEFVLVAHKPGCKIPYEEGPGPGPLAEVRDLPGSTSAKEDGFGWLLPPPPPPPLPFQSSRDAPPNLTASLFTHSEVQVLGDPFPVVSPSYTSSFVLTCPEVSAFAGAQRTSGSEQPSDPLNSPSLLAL
# CDK5 p35 inh = blocks human CDK5/p35 kinase activity. Q00535+Q15078. Recombinant CDK5/p35, ADP-Glo luminescence, 60 min. inhibition, % at 10 µM. 0.01% of 330,000 active;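 active = highest replicate inhibition of at least 50% and at least 75% of replicates reaching 50%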;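 also: plate controls were DMSO neutral control for no effect and GW8510 at 10 µM for full effect; many of its hits are not listed in these tables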
# Target sequence (Q00535 whole entry, looked up): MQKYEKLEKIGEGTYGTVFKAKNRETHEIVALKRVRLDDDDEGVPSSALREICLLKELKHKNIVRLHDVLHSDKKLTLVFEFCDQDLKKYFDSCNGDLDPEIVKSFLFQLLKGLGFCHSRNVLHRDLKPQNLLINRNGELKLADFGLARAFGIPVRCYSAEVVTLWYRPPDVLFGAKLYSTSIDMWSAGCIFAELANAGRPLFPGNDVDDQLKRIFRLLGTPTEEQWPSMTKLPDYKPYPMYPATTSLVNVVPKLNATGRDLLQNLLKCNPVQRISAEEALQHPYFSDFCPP
# Target sequence (Q15078 whole entry, looked up): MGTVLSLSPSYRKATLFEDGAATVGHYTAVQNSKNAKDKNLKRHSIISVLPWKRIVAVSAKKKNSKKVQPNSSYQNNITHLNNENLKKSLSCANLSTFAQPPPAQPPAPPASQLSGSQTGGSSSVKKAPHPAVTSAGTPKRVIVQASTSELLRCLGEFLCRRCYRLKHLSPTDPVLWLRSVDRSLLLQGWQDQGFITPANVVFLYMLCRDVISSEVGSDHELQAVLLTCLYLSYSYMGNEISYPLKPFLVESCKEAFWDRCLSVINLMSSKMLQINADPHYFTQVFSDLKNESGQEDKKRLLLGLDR
# MITF TRPM1 HTS = activators of MITF-driven TRPM1 promoter activity in SK-MEL-5 cells. SK-MEL-5 TRPM1-promoter luciferase, 24 h; % of positive control, neutral wells = 0. activation, % at 12.5 µM. 0.75% of 300,000 active. AID 588334;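 active = mean activation of at least 80% with every replicate also reaching 80%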;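 also: 0% = neutral control wells and 100% = parthenolide positive control wells; values of inactives mirror those of a sister screen read the other way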
# SR-BI DiI inh = blocks mouse SR-BI lipid uptake from DiI-HDL; 0.96% of 320,000 active; AID 488896; inhibition, % at 12.5 µM; ldlA[mSR-BI] CHO cells, DiI-HDL uptake fluorescence, 3 h; Q61009;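 active = mean replicate inhibition of at least 70% and a set share of replicates each scoring 70 or more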;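 also: 0% = median of neutral control wells and 100% = median of positive control wells; values of inactives mirror those of a sister screen read the other way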
# V-ATPase pHluor = regulators of yeast V-ATPase proton transport | AID 504577 | response, % at 10 µM | S. cerevisiae, pHLuorin cytosolic pH fluorescence | 0.37% of 350,000 active; in the data active = response mostly above about 7.3%, no sharp cut-off; inactive = mostly below about 5.4%; also: actives read high; inactives centre near 0; some compounds called inactive have numbers as strong as hits; reference of the scale not given here
# PvdQ acylase = P. aeruginosa PvdQ acylase inhibition; purified PvdQ acylase, fluorescence plate reader; inhibition, % at 10 µM; 0.063% of 340,000 active; AID 488965; in the data active = inhibition above about 30%, passing the limit was not always enough;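 also: 0% = vehicle neutral wells and 100% = reference inhibitor wells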
# HTR5A ag = activates human HTR5A in OPRM1-OPRD1 agonist counter-screen; 0.61% of 340,000 active; activation, % at 9.3 µM; P47898; HTR5A agonist assay, luminescence, cell-based; in the data active = activation mostly above about 9.5%, no sharp cut-off; inactive = mostly below about 7.6%;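 also: 0% = cells with vehicle only and 100% = reference agonist; strong numbers were not always called active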
# NSD2 HMT inh = inhibitors of human histone methyltransferase NSD2. O96028. NSD2 peptide methylation, AlphaScreen, 120 min. inhibition, % at 12.5 µM. 0.54% of 310,000 active; in the data active = inhibition above about 50%
# * = called active by the depositor; nt = no result given. Hits appear at their usual frequency. Share with any hit: about 5%.
# A first look:
SMILES,Wnt bcat act,HTR5A inv ctr,dFosB activator,CDK5 p35 inh,MITF TRPM1 HTS,SR-BI DiI inh,V-ATPase pHluor,PvdQ acylase,HTR5A ag,NSD2 HMT inh
COc1ccc(CCNc2c(C)c(C)nc3ncnn23)cc1,1,16,0,-4.6,-21,-9,6,-24,11,-3
Cc1c(/C=N/NC(=O)c2ccccc2O)c2ccccn2c1C(=O)c1ccc(F)cc1,-2,-10,0,nt,13,60,4,13,4,-1
Cc1ccc(NC(=O)C2=NNC(=O)CC2)cc1S(=O)(=O)Nc1ccc(SC(F)F)cc1,-3,14,-17,1.1,-10,1,-1,-7,-6,12

# Results, previewed entries included:
SMILES,Wnt bcat act,HTR5A inv ctr,dFosB activator,CDK5 p35 inh,MITF TRPM1 HTS,SR-BI DiI inh,V-ATPase pHluor,PvdQ acylase,HTR5A ag,NSD2 HMT inh
COc1ccc(CCNc2c(C)c(C)nc3ncnn23)cc1,1,16,0,-4.6,-21,-9,6,-24,11,-3
Cc1c(/C=N/NC(=O)c2ccccc2O)c2ccccn2c1C(=O)c1ccc(F)cc1,-2,-10,0,nt,13,60,4,13,4,-1
Cc1ccc(NC(=O)C2=NNC(=O)CC2)cc1S(=O)(=O)Nc1ccc(SC(F)F)cc1,-3,14,-17,1.1,-10,1,-1,-7,-6,12
COC(=O)c1ccc(CNC(=O)COC(=O)C2CC3C=CC2C3)cc1 (stereo not drawn),0,1,-4,-2.2,-4,-10,-4,-14,0,-1
CSCCC(NC(=O)c1ccc(Cl)cc1)C(=O)OCC(C)=O (stereo not drawn),0,21,-7,0.1,-4,-12,-4,-7,3,-2
O=C1CCN(Cc2ccc(O)cc2)CCN1[C@H](CO)c1ccccc1,-1,-10,2,-0.9,6,-13,1,-4,4,nt
CCOC(=O)c1c(CN2CCN(c3ccccc3)CC2)oc2cc(Br)c(O)cc12,1,-2,-12,-0.2,12,40,1,-14,0,-3
CN(c1ccccc1)S(=O)(=O)c1cccc(NC(=O)C2CCCO2)c1 (stereo not drawn),-1,3,-1,1.1,0,9,4,9,-1,3
O=C(NCc1ccccn1)Nc1cccc(Cl)c1Cl,13,-13,0,-0.5,61,19,0,-2,5,-6
CCc1c(C)nc(N)n2c(SCC(=O)Nc3ccccc3OC)nnc12,2,3,-2,1.0,4,-33,-3,6,7,-4
CCCCNc1nnc(Cc2ccc(Cl)cc2)c(=O)[nH]1,1,1,-4,-1.3,-21,-19,8,-13,0,-1
O=C1NC(=S)S/C1=C\c1ccc(SCc2ccccc2)o1,-3,-30,-11,-0.8,8,-36,-3,0,0,19
Cc1cc(C)c(NC(=O)CSc2nnc(-c3ccncc3)n2Cc2ccco2)c(Cl)c1,-3,-6,-7,0.1,nt,6,4,-10,1,5
O=C(O)CCSCC(=O)Nc1c(C(=O)C2CC2)oc2ccccc12,-2,9,-3,0.2,8,-16,2,-15,-1,0
CC(C)CCNC(=O)C(c1ccco1)N(Cc1cccs1)C(=O)Cn1nnc2ccccc21 (stereo not drawn),nt,-19,2,-0.8,-7,-44,3,4,8,-4
CCCCNCCCOc1cccc(Cl)c1,-1,-9,3,-1.6,8,-19,2,-5,2,-1
COc1ccc(C(=O)CCC(=O)O)cc1,-2,-2,4,2.1,-9,-9,3,10,1,nt
O=C(c1sc2ccccc2c1Cl)N1CCN(c2ncccn2)CC1,nt,-3,-1,-3.0,-2,1,0,-1,4,1
CC(=O)N1CCN(S(=O)(=O)c2cccc(C(=O)N(Cc3ccccc3)c3cccc(C)c3)c2)CC1,3,26,1,-0.5,-5,-29,2,1,-4,4
CCOC(=O)c1c(C)[nH]c(C(=O)OCCOc2ccc(Cl)cc2)c1C,1,-2,-11,-0.8,-8,-9,-4,2,1,-2
CCOC(=O)c1cccc(NC(=O)CCn2c(=O)oc3ccccc32)c1,5,3,-5,1.2,7,nt,0,-5,-1,4
O=C(COC(=O)c1ccccn1)NC(=O)c1ccccc1,1,3,-4,-2.1,5,-6,2,-9,-1,7
Cc1nc2ccc(OC(=O)c3ccccc3)cc2s1,1,4,-2,0.0,-3,-25,-2,-7,2,-2
S=C(NCc1ccncc1)Nc1ccc(Cl)cc1Cl,-2,0,4,2.5,1,-1,0,-3,-2,-1
O=C(NN1C(=O)C2C3CCC(O3)C2C1=O)c1ccc(Br)o1 (stereo not drawn),-1,7,3,nt,5,-14,4,3,0,-1

# Compound profiles, from the list above. Order of values: Wnt bcat act	HTR5A inv ctr	dFosB activator	CDK5 p35 inh	MITF TRPM1 HTS	SR-BI DiI inh	V-ATPase pHluor	PvdQ acylase	HTR5A ag	NSD2 HMT inh
# `CC(=O)N1CCN(S(=O)(=O)c2cccc(C(=O)N(Cc3ccccc3)c3cccc(C)c3)c2)CC1` as listed: 3	26	1	-0.5	-5	-29	2	1	-4	4
# `Cc1c(/C=N/NC(=O)c2ccccc2O)c2ccccn2c1C(=O)c1ccc(F)cc1` as listed: -2	-10	0	nt	13	60	4	13	4	-1
# `O=C1NC(=S)S/C1=C\c1ccc(SCc2ccccc2)o1` as listed: -3	-30	-11	-0.8	8	-36	-3	0	0	19
# `O=C1CCN(Cc2ccc(O)cc2)CCN1[C@H](CO)c1ccccc1` as listed: -1	-10	2	-0.9	6	-13	1	-4	4	nt

# Next part
SMILES,Wnt bcat act,HTR5A inv ctr,dFosB activator,CDK5 p35 inh,MITF TRPM1 HTS,SR-BI DiI inh,V-ATPase pHluor,PvdQ acylase,HTR5A ag,NSD2 HMT inh
O=C(O)C1C2C=CC3(CN(Cc4ccccn4)C(=O)C13)O2 (stereo not drawn),-6,1,3,-0.5,1,-10,0,-2,1,0
O=C(COC(=O)c1cc(Cl)ccc1O)NNC(=O)c1ccccc1F,-4,-1,13,-2.3,11,-4,1,-13,0,-9
O=C(Nc1ccc(Cl)cc1)c1cc2nc(-c3ccco3)cc(C(F)(F)F)n2n1,nt,0,2,-1.1,18,nt,-8,-1,4,nt
O=S(=O)(O)c1cccc(N=Nc2c(O)ccc3ccccc23)c1,0,14,-7,45,-5,-26,3,-4,-5,25
c1cc2c3c(cccc3c1)-c1cnccc1-2,-5,6,-56,4.4,0,-8,0,-9,-2,-3
Cc1ccc(C(C(=O)NCc2ccc(F)cc2)N(C(=O)c2csnn2)C2CC2)o1 (stereo not drawn),nt,-5,-10,0.0,nt,-4,0,-10,-2,-5
CNC(=O)CSc1nc2nc(C)cc(C)n2n1,nt,-20,3,0.2,-3,-16,2,-10,5,2
O=S(=O)(c1cccc2nsnc12)N1CCc2ccccc2C1,-4,-7,-3,0.1,-5,9,-2,-1,1,2
Nc1ccc(-n2ccnc2)cc1,nt,2,1,2.1,-4,-13,-3,-2,-1,0
O=C(Oc1ccc(/C=N/Nc2ccccc2)cc1)c1ccccc1,-9,-6,-4,-9.6,nt,18,1,4,0,nt
CCN(CC(=O)NC(=O)NCc1ccco1)Cc1ccccc1,-1,8,-13,1.5,5,-5,1,-7,-3,3
CCCn1c(CN(C)Cc2ccccc2)nc2c1c(=O)n(C)c(=O)n2C,-3,-1,-1,-1.1,nt,10,-2,-9,5,0
N#CCCN(Cc1ccccc1)C(=S)Nc1ccc(F)cc1,0,nt,6,-0.4,nt,-6,4,-1,nt,5
Nc1cc(=O)[nH]c(SCCSc2ccccc2F)n1,-16,11,0,1.7,-51,nt,-3,0,-4,-5
Cc1ccc(S(=O)(=O)N2CCOCC2)cc1NC(=O)Nc1ccc([N+](=O)[O-])cc1,-1,17,-3,0.6,3,46,0,-10,-5,0
COc1ccc(NCc2nnc(SCC(=O)Nc3ccccc3OC)o2)cc1,nt,12,3,-1.2,-1,64,3,-10,-4,1
NC(=O)C1CCN(CC(=O)Nc2ccccc2N2CCOCC2)CC1,0,10,-3,0.5,1,-17,-2,3,5,0
COc1ccc(-n2c(Cc3cccn3C)nnc2SCC(=O)Nc2ccc3c(c2)OCCO3)cc1,0,8,-9,0.1,-8,3,2,-6,-3,nt
CC(C)(C)S(=O)N1Cc2cc(CO)cc(CCO)c2[C@H]1CCO (stereo partly drawn),-2,-8,-4,-0.2,-4,-9,-1,-12,2,nt
CC(=O)Nc1cc(C)c2nc(NC(C)=O)sc2c1,18,-15,6,0.0,36,4,-3,0,6,2
CS(=O)(=O)c1ccc(C(=O)NC2CCCCC2)cc1,5,-7,3,-1.0,12,-44,0,16,-4,-2
COc1ccccc1CNC(=O)c1cccc(S(=O)(=O)N(C)c2ccccc2)c1,-2,-3,-11,0.3,-4,34,0,12,1,0
CCS(=O)(=O)c1ccc2c(c1)NC(=O)C(CCO)O2 (stereo not drawn),0,18,0,-1.7,-6,14,-4,-22,-2,-1
COC(=O)c1ccc(-c2ccc(OC)c([C@H]3[C@H]4C=CC[C@@H](C)[C@@H]4C(=O)N3Cc3ccccc3)c2)cc1,2,15,-11,-1.5,26,-5,0,-13,-6,nt
Cn1c(/C=C/c2ccc(Br)cc2)nc2ccccc2c1=O,17,13,-13,0.7,79,-2,-73,-8,-4,-5
# (next part)
SMILES,Wnt bcat act,HTR5A inv ctr,dFosB activator,CDK5 p35 inh,MITF TRPM1 HTS,SR-BI DiI inh,V-ATPase pHluor,PvdQ acylase,HTR5A ag,NSD2 HMT inh
CCOCCn1c(COc2ccc(C)cc2)nc2ccccc21,28,-4,5,0.1,42,-14,0,-16,1,-3
COC(=O)/C(=C/Nc1cccc2ccccc12)[N+](=O)[O-],8,2,-2,-0.1,3,-21,1,-6,2,2
Cc1cccc2nc(C(=O)Nc3cccc(C(=O)NC4CC4)c3)cn12,29,-16,-20,1.0,69,38,-2,-3,6,-2
COc1ccc(-n2c(SCC#N)nnc2-c2ccc(NS(=O)(=O)c3ccc(C)cc3)cc2)cc1,nt,-25,-12,0.6,3,19,-7,12,6,nt
CCCNC(=O)C1CCN(c2cc(-c3ccccc3)nc3ncnn23)CC1,-1,-5,-5,-0.1,-11,13,-2,-16,4,4
CS(=O)(=O)N1CCN(C2Cc3ccccc3C2)CC1,nt,3,5,0.4,0,-15,1,-14,-1,-3
Cc1cnc(CN(C)C(=O)c2ccc3oc(Cc4ccc(Cl)cc4)nc3c2)[nH]1,-6,7,-11,nt,11,20,-1,-5,1,5
CC1CC(C)CN(c2nc3c(c(=O)n(C)c(=O)n3C)n2CCSc2ncccn2)C1 (stereo not drawn),0,-2,3,0.6,-8,-16,0,-7,-3,nt
C=CCNC(=O)/C(=C\C=C\c1ccccc1)NC(=O)c1ccc(OCCCC)cc1,nt,6,-13,1.1,-4,-6,-2,4,0,0
Cc1cc(C)cc(NC(=O)Nc2ccc3c(c2)CCC3)c1,0,3,13,-1.3,16,10,4,1,-4,-1

# For reference, 4 of the compounds above.
SMILES,Wnt bcat act,HTR5A inv ctr,dFosB activator,CDK5 p35 inh,MITF TRPM1 HTS,SR-BI DiI inh,V-ATPase pHluor,PvdQ acylase,HTR5A ag,NSD2 HMT inh
CCOCCn1c(COc2ccc(C)cc2)nc2ccccc21,28,-4,5,0.1,42,-14,0,-16,1,-3
COC(=O)/C(=C/Nc1cccc2ccccc12)[N+](=O)[O-],8,2,-2,-0.1,3,-21,1,-6,2,2
Cc1cccc2nc(C(=O)Nc3cccc(C(=O)NC4CC4)c3)cn12,29,-16,-20,1.0,69,38,-2,-3,6,-2
COc1ccc(-n2c(SCC#N)nnc2-c2ccc(NS(=O)(=O)c3ccc(C)cc3)cc2)cc1,nt,-25,-12,0.6,3,19,-7,12,6,nt
